GLP1R cytotox – cytotoxicity counter-screen for GLP-1 receptor inverse agonists | HEK293 cAMP-luciferase reporter cells, luminescence, 24 h | Potency, µM (doses to about 38.3 µM), for the others: at the top dose activity change, negative = inhibition, most hits filed as inhibitors | 0.13% of 410,000 active | AID 624418;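 further: loss of luciferase light is scored as toxicity; potency means the concentration at half of the fitted maximal effect; on the % scale 0 is the no-effect control and ±100 the full control effect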
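Compound-treated cells are incubated 24 hr at 37 deg C under 5% CO2 after a 12 hour attachment period, then luciferase detection reagent is added and luminescence is measured following 12 min at room temperature; lowered signal indicates toxicity.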
KB-V1 cytotox – KB-V1 MDR subline cytotoxicity. Potency, µM (doses to about 46.1 µM), for the others: top-dose activity change, negative = cytotoxicity, most hits filed as cytotoxic. 3.4% of 400,000 active. AID 1347076. KB-V1 MDR cells viability, CellTiter-Glo, 72 h; further: potency means the concentration at half of the fitted maximal effect; on the % scale 0 is the no-effect control and ±100 the full control effect; nearly all actives have a fitted effect of over 60% in size
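qHTS viability screen in drug-selected KB-V1 MDR cells: 72 h compound treatment at 37 degrees C, ATP luminescence end point.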
DRD3 agonist – D3 dopamine receptor (human) agonism. P35462. D3R DiscoveRx beta-arrestin cells, luminescence, 90 min. max activation, %. 0.58% of 410,000 active; in the data active means max activation above about 30%; further: 0% is about no effect; mostly tested at two doses, the higher about 12 µM
Target sequence (P35462 whole entry, looked up): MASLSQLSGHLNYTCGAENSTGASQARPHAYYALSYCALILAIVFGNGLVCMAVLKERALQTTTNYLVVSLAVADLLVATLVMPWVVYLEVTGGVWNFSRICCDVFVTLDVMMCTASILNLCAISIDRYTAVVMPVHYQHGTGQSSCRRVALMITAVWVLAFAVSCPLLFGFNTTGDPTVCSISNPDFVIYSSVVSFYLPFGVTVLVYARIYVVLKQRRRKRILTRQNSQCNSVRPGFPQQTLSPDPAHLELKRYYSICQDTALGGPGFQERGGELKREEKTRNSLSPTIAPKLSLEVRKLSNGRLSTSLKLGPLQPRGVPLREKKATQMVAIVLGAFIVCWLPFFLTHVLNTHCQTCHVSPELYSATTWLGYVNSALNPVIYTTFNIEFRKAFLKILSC
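Cells at 1500/well, incubated overnight, then treated with pinned compounds (dopamine as control) for 90 min at 37 degrees C. DiscoveRx reagent added for 30 - 60 minutes at room temperature; luminescence read.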
GLP-1R agonist – activates the human GLP-1 receptor. HEK293 GLP-1R CRE-luciferase, luminescence, 4-6 h; cells express a hypersensitive GLP-1R form. P43220. 0.007% of 380,000 active. Potency, µM (doses to about 45.6 µM), inactives show at the highest dose activation, usual class: activators; further: potency means the concentration at half of the fitted maximal effect; % of control where 0% means no effect
Target sequence (P43220 whole entry, looked up): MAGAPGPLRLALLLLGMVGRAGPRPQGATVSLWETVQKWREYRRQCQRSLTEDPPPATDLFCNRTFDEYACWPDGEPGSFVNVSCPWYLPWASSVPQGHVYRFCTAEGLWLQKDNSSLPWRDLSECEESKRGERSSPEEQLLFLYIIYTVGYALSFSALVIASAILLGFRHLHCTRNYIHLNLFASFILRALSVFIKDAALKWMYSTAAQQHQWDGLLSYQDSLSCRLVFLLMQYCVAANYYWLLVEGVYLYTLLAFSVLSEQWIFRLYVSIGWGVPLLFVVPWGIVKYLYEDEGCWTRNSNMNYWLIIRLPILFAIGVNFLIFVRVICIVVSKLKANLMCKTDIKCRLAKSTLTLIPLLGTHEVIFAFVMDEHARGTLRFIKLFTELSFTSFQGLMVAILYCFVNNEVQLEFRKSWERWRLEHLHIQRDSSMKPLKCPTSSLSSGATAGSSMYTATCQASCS
PTHR1 ag – activates the human parathyroid hormone receptor PTHR1; Q03431; HEK293 GP2 PTHR1 cells, GloSensor cAMP luminescence, 1 h; Potency, µM (doses to about 115 µM), inactives show at the highest dose activation, actives largely listed as activators; 0.075% of 410,000 active; further: potency means the concentration at half of the fitted maximal effect; nearly all actives have a fitted effect of over 55% in size; some results filed as inactive show a strong effect at the top dose; inactives centre near -15; many of its hits are not listed in these tables
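HEK-293-derived GP2 cells expressing PTHR1 and a GloSensor cAMP reporter, 3,000/well, plated overnight, given luciferin plus IBMX (each 0.5 mM as added) for 1 h at 37 °C, then compound for 1 h at 37 °C. Luminescence was read after 15 min at room temperature.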
aSyn yeast inh – rescues yeast growth from alpha-synuclein toxicity | Yeast expressing alpha-synuclein, growth rescue, BacTiter-Glo, 24 h | AID 652106 | Potency, µM (highest dose often 46.1 µM), inactives show top-dose growth rescue (activation), actives largely listed as activators | 0.14% of 370,000 active; further: potency means the concentration at half of the fitted maximal effect; % of control where 0% means no effect; nearly all actives have a fitted effect of over 65% in size
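Readout is rescue of growth in alpha-synuclein-expressing yeast, so inhibitors of toxicity appear as activators. Growth after 24 hr at 30 deg C in galactose medium is quantified by luminescence.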
TDP-43 yeast inh – TDP-43 toxicity inhibition in yeast; AID 652104; Potency, µM (doses to about 46.1 µM), for the others: at the highest dose growth rescue (activation), most hits filed as activators; 1.8% of 410,000 active; TDP-43 expressing yeast growth rescue, BacTiter-Glo, 24 h; further: potency means the concentration at half of the fitted maximal effect; % of control where 0% means no effect; nearly all actives have a fitted effect of over 50% in size
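Yeast expressing TDP-43 (pregrown in raffinose, seeded at OD600=0.02 in galactose medium) exposed to compounds 24 hr at 30 deg C. Growth read by BacTiter-Glo luminescence; rescue of toxicity appears as increased signal.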
D3 antag – blocks the human D3 dopamine receptor; P35462; D3R cells, DiscoveRx beta-arrestin luminescence, antagonist mode; active compounds read low; max response, negative = inhibition, %; 2.5% of 360,000 active; in the data active means max response below about -50%; inconclusive means no clear call, values can overlap the other calls; further: on the % scale 0 is the no-effect control and ±100 the full control effect; mostly tested at two doses, the higher about 12 µM
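Cells plated overnight at 1500 cells/well, then exposed to library compounds with dopamine controls for 90 minutes at 37 degrees C. DiscoveRx reagent added for 30–60 minutes at room temperature; luminescence read, quantitative HTS format.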
GLP-1R inv ag – inverse agonists of human GLP-1 receptor; P43220; HEK293 GLP-1R CRE-luciferase, luminescence, 24 h; GLP-1R form is constitutively active; Potency, µM (titrated, usually from 38.3 µM), for the others: at the top dose activity change, negative = inhibition, actives largely listed as inhibitors; 1.6% of 410,000 active; AID 624417; further: potency means the concentration at half of the fitted maximal effect; on the % scale 0 is the no-effect control and ±100 the full control effect; nearly all actives have a fitted effect of over 55% in size
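Using stably transfected HEK293 (constitutively active GLP-1R, cAMP-luciferase reporter), compounds were incubated 24 hr and luciferase measured by luminescence.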
Active calls of the source: *; i = inactive; ? = inconclusive; / = no result given; & = joins results of further samples; [ ] = dose if it differs, or a comment. Unless noted, the call rests on the fitted dose curve; in most records, active means well fitted curve in the direction sought with a large enough effect; inconclusive means small, poorly fitted or top-dose-only effect, or another doubt; inactive means no such curve, though single readings can be large; an effect the other way counts as inactive or inconclusive. Only part of the results is shown, so the mix of outcomes need not match the whole.

SMILES	GLP1R cytotox	KB-V1 cytotox	DRD3 agonist	GLP-1R agonist	PTHR1 ag	aSyn yeast inh	TDP-43 yeast inh	D3 antag	GLP-1R inv ag
Cc1cccc(Oc2nc3ccccn3c(=O)c2/C=C(\C#N)C(=O)NC2CCS(=O)(=O)C2)c1C (stereo not given)	120%[activator]	0%	-10	4%	-91%[inhibitor]	-1%	-15%	-12	-25%
COc1ccc(/C=N/NC(=O)c2ccco2)cc1Cn1nc(C)cc1C	-7%	-17%	1	0%	i	-4%	0%	7	13%
Oc1ccc(-n2nnnc2SCc2c(F)cccc2Cl)cc1	-28%	-16%	2	3%	i	23%	16µM*	-21	?
COc1ccc2cc(C(=O)C3CCCN(C(=O)/C=C/c4ccccn4)C3)ccc2c1 (stereo not given)	7%	?	20	24%	-13%	5%	2%	25	14%
COC(=O)c1c(NC(=O)c2ccc(S(=O)(=O)N3CC(C)OC(C)C3)cc2)sc2c1CCN(C)C2 (stereo not given)	123%[activator]	-10%	1	8%	i	2%	14%	19	-28%
Cc1noc2ncnc(Oc3ccccc3)c12	2%	5%	-5	3%	-19%	-4%	2%	32	25%
COc1ccc(S(=O)(=O)NC(C)C(=O)Nc2ccccc2F)cc1 (stereo not given)	-18%	13%	4	3%	i	-1%	16%	-22	0%
COc1ccccc1N1CCN(CCCNC(=O)c2cnn(-c3cccc(Cl)c3)c2C2CCN(C(=O)OC(C)(C)C)CC2)CC1	-9%	?	-23	/	i	/	24%	/	?
CCN(CC)c1ccc2cc(-c3nc(-c4ccccc4F)no3)c(=O)oc2c1	0%	/	4	/	-17%	/	13%	/	20%
CCc1nc2cccnc2n1-c1ccc(CC(=O)Nc2cccc(C)c2C)cc1	0%	/	-7	/	4%	/	14%	/	17%
CCNc1nc(NC(C)C)nc(N(C#N)C(C)C(=O)N(CC)CC)n1 (stereo not given)	-27%	-7%	5	20%	i	-2%	13%	2	12%
CN(c1ccccc1)S(=O)(=O)c1cccc(C(=O)Nc2ncn[nH]2)c1	0%	0%	2	-3%	i	0%	5%	22	-5%
Cc1ccc(S(=O)(=O)N2CCCCC2C(=O)N(C)c2ccccc2)cc1 (stereo not given)	2%	1%	-3	-6%	-35%[inhibitor]	-1%	4%	-11	-9%
Cc1ccc(C2C(C#N)=C(N)OC3=C2C(=O)CCC3)s1 (stereo not given)	-3%	?	-13	5%	-13%	-1%	-2%[9.22 µM]	14	10%
Cc1ccc(-n2nc(C(=O)O)nc2-c2ccccc2)cc1	-11%	10%	-8	9%	i	-6%	-18%	-51*	0%
O=C(NC1CCCCCC1)C1CCCN(c2ncccn2)C1 (stereo not given)	-1%	-8%	-7	5%	i	-3%	-8%	-3	2%
CCOC(=O)N1CCN(C(=O)c2ccc(C)c(S(=O)(=O)Nc3cccc(C)c3C)c2)CC1	2%	?	2	-10%	i	0%	-16%	6	6%
Cc1ccccc1-c1nc(CS(=O)(=O)CC(=O)NCCCN2CCOCC2)c(C)o1	-1%	-20%	-4	1%	-2%	-3%	-15%	-16	-18%
CSc1ccc(S(=O)(=O)Nc2ccc(F)cc2)cc1	-6%	-12%	-6	1%	-16%[57.5 µM]	16%	13µM*	-27	?
CCc1cc(=O)oc2cc(C)c(CN3CCCC(C)C3)c(O)c12 (stereo not given)	-14%	?	-24	-18%	i	12%	-26%	-28	-22%
O=S(=O)(/N=C(/Nc1ccc(F)cc1F)c1ccc(Cl)cc1)c1ccccc1	-16%	12%	1	-10%	i	2%	4%	-8	-10%
CCOc1ccc(S(=O)(=O)n2nc(C)c(S(=O)(=O)N3CCOCC3)c2C)cc1	-4%	24%	0	-4%	27%	-1%	-1%	0	-3%
Cc1cc(C)cc(NC(=O)c2ccc([N+](=O)[O-])o2)c1	?	13µM*	0	10%	-18%	-67%[inhibitor]	-94%[inhibitor]	?	?
COc1ccc2c(CNCc3cccs3)c(C(=O)O)n(Cc3ccc(C)cc3)c2c1	6%	25%	-4	0%	-2%	/	9%	/	3%
N#CC(=C1C=C(Br)C(=NO)C=C1Cl)c1cccc2ccccc12	?	?	11	-3%	i	5%	-79%[inhibitor]	0	?
Cc1c(Cl)cccc1-n1ncc(C(=O)N2CCN(C)CC2)c1C1CCN(C(=O)OC(C)(C)C)CC1	-1%	?	-1	/	-23%	/	14%	/	0%
O=C(COC(=O)c1cc(S(=O)(=O)N2CCCCC2)ccc1Cl)NCc1ccco1	5%	-4%	2	4%	i	-1%	0%	0	-6%
Oc1ccc(Cn2ccnc2)c2cccnc12	-2%	0%	-3	32%	i	-2%	-10%	?	55%[activator]
COc1ccccc1OC(C)C(=O)Nc1ccc2c(c1)OCCO2 (stereo not given)	2%	0%	1	15%	-13%	2%	17%	15	12%
Cc1ccc(CN2CC(C(=O)Nc3ccc(C)cn3)CC2=O)cc1 (stereo not given)	-11%	-24%	-3	3%	-3%	4%	-11%	8	?
Cc1ccc(C(=O)Nc2ccc(Oc3cccc(C(F)(F)F)c3)nc2)cc1	-22%	-13%	22	-5%	-33%	3%	14%	2	?
CCc1ccc(NS(=O)(=O)c2ccc3[nH]cc(C(=O)NCCc4ccccc4)c(=O)c3c2)cc1	3%	?	-4	/	i	/	29%	/	8%
CCOC(=O)c1sc(N)c(C(=O)OCC)c1C	1%	-16%	18	?	i	2%	?	-6	55%[activator]
CC1CCN(CCCCOc2ccc(C(=O)c3ccccc3)cc2)CC1	?	-13%	-15	-6%	-4%[57.5 µM]	-3%	1%	-75*	?
CC(=O)Nc1cc(C(=O)N2CCc3ccccc3C2)ccc1Sc1ccc(F)cc1	10%	-11%	-9	-2%	-27%	4%	8%	-22	?
CC(=O)NCCC(=O)N1CCCC(C(=O)c2ccc3c4c(cccc24)CC3)C1 (stereo not given)	3%	-16%	0	13%	i	-1%	-12%	-3	-5%
O=C(N=C1SC2CS(=O)(=O)CC2N1c1cc(Cl)ccc1Cl)C1CC1 (stereo not given)	-6%	2%	5	15%	i	2%	13%	11	?
O=C(Cn1c(O)c(N=NC(=O)c2ccncc2)c2ccccc21)Nc1ccccc1	13%	3%	-22	3%	-23%	-9%	-25%	-23	13%
CCN1C(=O)[C@H]2[C@@H](c3ccc(-c4ccc(OC)cc4)c(OC)c3)N[C@@](CC(C)C)(C(=O)OC)[C@H]2C1=O	?	-20%	-19	-4%	-39%[inhibitor]	1%	17%	-6	?
Cc1ccc(C(=O)CSc2nnc(CNc3ccc(F)cc3)o2)cc1	-5%	-8%	4	6%	?	-2%	-11%	-8	-8%
Cc1cc2c(ncn2C(C)C)c(N)c1C	?	2%	3	-9%	-2%	/	7%	11	0%
O=C1N(c2ccccc2C(F)(F)F)O[C@]1(c1ccccc1)C1CCCC1	1%	-7%	-6	-1%	i	20%	-14%	-6	3%
CCOC(=O)[C@]12CCCC=C1N(Cc1ccco1)C(=O)[C@H](CC(=O)NCc1cccs1)C2	-10%	-6%	6	0%	-10%	2%	20%	15	4%
COc1ccc(-c2nc3ccccc3nc2-c2ccccc2)cc1	0%	-6%	3	29%	i	-1%	?	3	?
COc1cc(NC(=O)c2cnc(N)s2)cc(C(=O)Nc2cccc(C(F)(F)F)c2)c1	13%&0%	-3%&4%	0&-22	-1%&0%	-35%[inhibitor]	-9%&-3%	?	16&3	13µM*

3 entries drawn at random from those above:
SMILES	GLP1R cytotox	KB-V1 cytotox	DRD3 agonist	GLP-1R agonist	PTHR1 ag	aSyn yeast inh	TDP-43 yeast inh	D3 antag	GLP-1R inv ag
CC(=O)Nc1cc(C(=O)N2CCc3ccccc3C2)ccc1Sc1ccc(F)cc1	10%	-11%	-9	-2%	-27%	4%	8%	-22	?
CCOC(=O)[C@]12CCCC=C1N(Cc1ccco1)C(=O)[C@H](CC(=O)NCc1cccs1)C2	-10%	-6%	6	0%	-10%	2%	20%	15	4%
COc1ccc(-c2nc3ccccc3nc2-c2ccccc2)cc1	0%	-6%	3	29%	i	-1%	?	3	?

Continuation:
SMILES	GLP1R cytotox	KB-V1 cytotox	DRD3 agonist	GLP-1R agonist	PTHR1 ag	aSyn yeast inh	TDP-43 yeast inh	D3 antag	GLP-1R inv ag
COC(=O)c1cccc(C23CC4(C2)[C@H](CN(Cc2ccc(-c5ccccc5)cc2)[C@@H]4c2ccccc2)C3c2ccc(C(F)(F)F)cc2)c1 (stereo not given in full)	2%	?	7	8%	i	6%	12%	-12	6%
CCOC(=O)C(C(=O)N(C)Cc1ccccc1)C1CCCCC1 (stereo not given)	-7%	-23%	-4	-1%	3%	4%	-11%	-9	?
Cc1ccc(-n2ncc3c2CC(C)(C)CC3NC(=O)c2c(C)noc2C)cc1 (stereo not given)	8%	?	-10	-5%	-21%	0%	20%	-23	?
O=C(COC(=O)C1CC1)NC(=O)NCc1ccccc1	-4%	2%	2	4%	i	-3%	27%[9.22 µM]	2	-7%
CC(=O)c1c(C)[nH]c(C(=O)OCc2nnc(-c3ccccc3)o2)c1C	0%	?	0	7%	-26%	2%	21%	41	44%[activator]
COC(=O)C1=C(C)NC(=O)NC1c1ccc(N2CCC(c3ccccc3)=N2)cc1 (stereo not given)	124%[activator]	?	7	13%	-17%	-10%	-4%	8	-1%
CCCc1nn2c(=O)cc(COC(=O)c3ccc(NC(=O)COc4ccc(F)cc4)cc3)nc2s1	0%	/	-10	/	6%	/	3%	/	11%
CC(O)(c1cccc(F)c1)c1nc(-c2cccc(C(=O)O)c2)cs1 (stereo not given)	4%	11%	4	0%	i	7%	35µM*	37	25%
Cc1cccc(OCC(=O)Nc2ccccc2N2CCN(C(=O)C(C)C)CC2)c1C	3%	-25%	1	-13%	-35%[inhibitor]	-1%	-2%	-9	-27%

Quoted from the listing:
Entry for COC(=O)c1c(NC(=O)c2ccc(S(=O)(=O)N3CC(C)OC(C)C3)cc2)sc2c1CCN(C)C2 (stereo not given) in D3 antag: 19
Entry for Oc1ccc(-n2nnnc2SCc2c(F)cccc2Cl)cc1 in GLP-1R agonist: 3%
Entry for COc1ccc(-c2nc3ccccc3nc2-c2ccccc2)cc1 in GLP-1R agonist: 29%

Bioassay records (PubChem BioAssay)
